# ER stress rescue – rescue of cells from ER stress-induced death, primary screen, 384-well, CSM14.1, thapsigargin, ATP luminescence (AID 1222) | CSM14.1 thapsigargin-induced death rescue, ATP luminescence; higher % means a stronger effect | one-dose cellular ATP content (survival), % at 20 µM; EC50 in µM for titrated hits | 190,000 tested, under 10 active;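 active means EC50 below 50 µM in the dose-response confirmation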;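 further: death triggered by thapsigargin at about 15 µM added after 2 h compound pretreatment; cell ATP read after overnight thapsigargin exposure of roughly 18 to 22 hours; normalized against plate controls of thapsigargin alone and 5% DMSO vehicle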
# Large T inhibition – SV40 large T antigen inhibitors, biochemical (AID 1903) | inhibition, % at 20 µM; hits with a dose series show IC50 in µM | SV40 large T antigen ATPase/helicase inhibition assay; higher % means a stronger effect | actives 0.39% (n = 310,000); in the data active means a potency from the dose series; inconclusive means inhibition mostly from about 32% at the one dose, without a potency; inactive means the rest, 99 in 100 with inhibition below about 32%; further: strong numbers were not always called active
# PMI inhibition – human PMI inhibitors, high substrate, primary screen, biochemical, fluorescence intensity, high mannose 6-phosphate (AID 1220) | recombinant PMI enzyme, coupled fluorescence intensity; higher % means a stronger effect | Mannose-6-phosphate isomerase (Homo sapiens) | actives 0.66% (n = 190,000) | one-dose inhibition, % at 20 µM; IC50 in µM for titrated hits
# TNAP activation fold – human TNAP enzyme activators, primary screen, biochemical, luminescent, no phosphate acceptor, uHTS (AID 1001) | Alkaline phosphatase, tissue-nonspecific isozyme (Homo sapiens) | purified TNAP, luminescent activation assay, no phosphate acceptor; higher activation fold means a stronger effect | activation fold at 20 µM; hits with a dose series show EC50 in µM | actives 0.03% (n = 200,000); in the data active means activation fold from about 3, or a potency from the dose series; inactive means the rest, 99 in 100 with activation fold below about 1.6; further: many of its hits are not listed in these tables
# human PMI inhibition – inhibitors of human PMI, primary screen, biochemical, fluorescence intensity, coupled assay (AID 1209); purified PMI enzyme, coupled fluorescence intensity; higher % means a stronger effect; inhibition, % at 20 µM; hits with a dose series show IC50 in µM; actives 0.42% (n = 190,000);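 further: plate controls were DMSO vehicle for no effect and wells lacking substrate for full effect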
# RSV antiviral HEp-2 – RSV antiviral activity via CPE protection, HEp-2 cells, primary 10 µM value included (AID 2391). HEp-2 cells, RSV-induced CPE inhibition; higher % means a stronger effect. CPE inhibition, % at 10 µM, or IC50 in µM where a hit was titrated. actives 0.13% (n = 310,000); in the data active means a potency from the dose series; inconclusive means CPE inhibition mostly from about 23% at the one dose, without a potency; inactive means the rest, 99 in 100 with CPE inhibition below about 21%; further: strong numbers were not always called active
# Salmonella PhoP GFP – inhibitors of PhoP regulon expression, primary screen, Salmonella Typhimurium, GFP reporter (AID 1863) | inhibition, % at 50 µM, or IC50 in µM where a hit was titrated | S. Typhimurium PhoP-regulated promoter GFP reporter, 4 h; higher % means a stronger effect | actives 0.16% (n = 300,000);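 active means inhibition over 29.93%, a cutoff 3 SD above the screen mean, later confirmed by dose response; inconclusive means inhibition over 29.93% but no dose response follow-up; inactive means inhibition at most 29.93% or unconfirmed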;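 further: 0% = low Mg2+ inducing control and 100% = high Mg2+ repressing control; strong numbers were not always called active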
# West Nile antiviral – West Nile virus antiviral activity, cell-based, CPE readout (AID 1621). West Nile virus-infected cells, CPE inhibition; higher % means a stronger effect. CPE inhibition, % at 10 µM, or IC50 in µM where a hit was titrated. actives 0.02% (n = 290,000); in the data active means a potency from the dose series; inconclusive means CPE inhibition mostly from about 3.7% at the one dose, without a potency; inactive means the rest, 99 in 100 with CPE inhibition below about 2.2%; further: strong numbers were not always called active
# Insulin prom up – insulin promoter activators in MIN6 cells, imaging, high-content screening, mouse beta cells; MIN6 insulin promoter-GFP reporter; hits give high values; z-score at 5 µM; actives 0.3% (n = 190,000); AID 1625, 2009;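 active means z-score above 3 at 5 µM with at least 500 cells counted in the well; inconclusive means wells under 500 cells, flagged as cytotoxic or low count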
# Insulin prom up cell count – also measured in Insulin prom up; calls as there; cell count; measured here: cytotoxicity, nuclei count;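 total cells summed across four imaged fields per well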
# Active calls of the source: *; u = inconclusive; x = no result given. Unless noted, no stated cut-off is given here; in the data, active means inhibition above about 50%; inactive means the rest.
SMILES,ER stress rescue,Large T inhibition,PMI inhibition,TNAP activation fold,human PMI inhibition,RSV antiviral HEp-2,Salmonella PhoP GFP,West Nile antiviral,Insulin prom up,Insulin prom up cell count
Cc1cccc(OCC(=O)NCC(=O)N/N=C/c2ccc(O)cc2O)c1,x,15.9%,x,x,x,9.9%,7.0%,0.7%,-0.45,876
Cc1cccc(-n2cc(CN3CCN(c4ccccn4)CC3)c(-c3cccc(F)c3)n2)c1,4.5%,2.7%,14.3%,1.1,14.6%,3.8%,6.1%,-0.8%,-0.62,1433
O=C(O)C1C2CCC(O2)C1C(=O)Nc1cnn(Cc2ccccc2)c1 (centres undefined),-2.6%,3.0%,-0.7%,1.1,3.0%,4.1%,-7.5%,0.1%,x,x
O=C(Nc1cc(S(=O)(=O)N2CCOCC2)ccc1N1CCOCC1)c1cnccn1,-0.5%,2.0%,-14.9%,1.2,-10.6%,1.0%,-5.2%,-0.6%,0.04,1344
O=C(NCc1ccncc1)c1ccc(Br)cc1,-3.2%,3.8%,-3.0%,1.1,-3.3%,0.2%,0.4%,-0.1%,x,x
CCCCOc1ccc(Br)cc1/C(C)=N/NC1=NCCN1,0.7%,5.6%,-0.9%,1.1,-9.4%,-1.6%,-7.0%,-0.8%,x,x
O=c1n(Cc2ccc(Cl)cc2)c2sc3c(c2c2ncnn12)CCCC3,3.6%,16.6%,10.8%,1,14.8%,u,6.9%,-0.8%,-2.82,1123
CN1CCN(c2ccc(NC(=O)N3CCc4ccccc43)cc2)CC1,x,20.8%,x,x,x,0.3%,1.1%,-0.7%,x,x
O=C(NC(=S)Nc1cccc(C(F)(F)F)c1)c1ccc2nonc2c1,x,8.7%,x,x,x,5.7%,-5.5%,0.2%,0.39,1305
O=C(Nc1cccc(C(F)(F)F)c1)c1ccco1,-2.2%,3.6%,6.5%,1.1,7.4%,4.2%,-4.0%,-0.3%,0.05,1938
Cc1ccc([C@@H]2[C@@H]3C(=O)N(C)C(=O)[C@@H]3[C@]3(C)C(=O)N(Cc4ccccn4)CC(=O)N23)o1,x,21.8%,x,x,x,2.6%,-3.8%,-0.6%,x,x
NC(Cc1cccc2nsnc12)C(=O)O (centres undefined),0.7%,12.5%,2.4%,1.1,5.2%,0.4%,-2.1%,0.1%,-0.25,1192
CN(C)c1ccc(CN(C(=O)c2cccs2)C2CCS(=O)(=O)C2)cc1 (centres undefined),x,18.8%,x,x,x,1.0%,-4.3%,-0.5%,x,x
CC1(C)COC(c2ccc(F)c([N+](=O)[O-])c2)=N1,0.4%,2.5%,-9.9%,1.2,-2.2%,1.6%,3.7%,-0.2%,-0.26,1351
COCCCNC(=O)CCc1c(C)nc2c(c(C)nn2-c2ccccc2)c1C,x,2.4%,x,x,x,2.4%,-9.3%,-0.4%,x,x

# Entries of single compounds as entered above. Order of values: ER stress rescue	Large T inhibition	PMI inhibition	TNAP activation fold	human PMI inhibition	RSV antiviral HEp-2	Salmonella PhoP GFP	West Nile antiviral	Insulin prom up	Insulin prom up cell count
# `COCCCNC(=O)CCc1c(C)nc2c(c(C)nn2-c2ccccc2)c1C` reads x	2.4%	x	x	x	2.4%	-9.3%	-0.4%	x	x
# `O=c1n(Cc2ccc(Cl)cc2)c2sc3c(c2c2ncnn12)CCCC3` reads 3.6%	16.6%	10.8%	1	14.8%	u	6.9%	-0.8%	-2.82	1123
# `CC1(C)COC(c2ccc(F)c([N+](=O)[O-])c2)=N1` reads 0.4%	2.5%	-9.9%	1.2	-2.2%	1.6%	3.7%	-0.2%	-0.26	1351
# `O=C(Nc1cc(S(=O)(=O)N2CCOCC2)ccc1N1CCOCC1)c1cnccn1` reads -0.5%	2.0%	-14.9%	1.2	-10.6%	1.0%	-5.2%	-0.6%	0.04	1344
# `O=C(NCc1ccncc1)c1ccc(Br)cc1` reads -3.2%	3.8%	-3.0%	1.1	-3.3%	0.2%	0.4%	-0.1%	x	x

# Other compounds.
SMILES,ER stress rescue,Large T inhibition,PMI inhibition,TNAP activation fold,human PMI inhibition,RSV antiviral HEp-2,Salmonella PhoP GFP,West Nile antiviral,Insulin prom up,Insulin prom up cell count
O=C(C1CCCN(S(=O)(=O)Cc2ccccc2)C1)N1CCCCC1 (centres undefined),-1.5%,-0.8%,1.4%,1,10.4%,1.6%,-2.1%,-0.2%,0.32,1305
CCC(C)NC(=O)C1CCN(S(=O)(=O)c2cccc3nonc23)CC1 (centres undefined),x,9.7%,x,x,x,1.2%,0.9%,-0.5%,x,x
Cc1cc(Cl)ccc1OCCCC(=O)N1CCCc2ccccc21,1.1%,0.2%,6.7%,1.1,9.7%,4.9%,6.7%,-0.7%,1.13,848
Cc1cc2cc(CNC(=O)c3ccc(S(=O)(=O)N(C)C)cc3)ccc2n1C,-2.2%,8.9%,-1.3%,1,5.8%,0.6%,12.9%,0.7%,0.18,1749
COC(=O)c1cnn(-c2ccccc2)c1/C=N/NC(=S)Nc1ccccc1,x,12.6%,x,x,x,x,-5.6%,-0.6%,-0.23,1007
COc1cc(OC)cc(C(=O)N[C@H](C(=O)OCC(=O)Nc2ccc(C(C)C)cc2)C(C)C)c1,0.9%,14.4%,14.5%,1.2,14.6%,5.8%,-6.8%,-0.7%,-0.46,1558
Cc1ccc(S(=O)(=O)CC(=O)Nc2nnc(C(C)(C)C)s2)cc1,x,6.7%,x,x,x,1.5%,-1.3%,-0.7%,x,x
CCn1c(COc2ccccc2)nnc1SCC(=O)Nc1cc(C)ccc1OC,2.9%,-1.3%,8.3%,1,15.8%,x,0.7%,-0.9%,-0.97,861
CC(C)Nc1nc(Cl)nc(NN(C)c2nc(N(C)C)nc(N(C)C)n2)n1,-3.6%,6.5%,5.3%,1,8.9%,0.3%,1.3%,-0.6%,0.75,1236
O=C(c1ccc(Oc2ccccc2)cc1)c1nc2c(n1O)CCCC2,3.2%,8.5%,-7.5%,1,-4.1%,1.7%,39.1%,0.3%,0.7,872
CC(=O)Nc1nonc1-c1nc2ccccc2n1CCC(C)C,-0.2%,-3.7%,0.8%,1,1.9%,3.3%,2.0%,x,1.36,1236
O=C(Cn1cnc2ccccc2c1=O)OCCCCN1C(=O)c2ccccc2C1=O,-0.8%,12.8%,-0.4%,1.1,-2.0%,2.9%,7.6%,-0.2%,0.4,988
CC1CC(=O)N(CC(=O)Nc2ccccc2F)c2ccccc2S1(=O)=O (centres undefined),x,12.2%,x,x,x,1.3%,3.4%,-0.2%,x,x
C=C(C)CNC(=O)C1CCC(=O)N(CCCc2ccccc2)C1 (centres undefined),x,7.9%,x,x,x,0.2%,-4.1%,-0.7%,x,x
CC(C)CCNC(=O)CCc1nnc2ccc(N3CCC(C)CC3)nn12,x,6.3%,x,x,x,1.2%,-5.4%,-0.7%,x,x

# Some of these compounds in order of length of the SMILES, falling:
SMILES,ER stress rescue,Large T inhibition,PMI inhibition,TNAP activation fold,human PMI inhibition,RSV antiviral HEp-2,Salmonella PhoP GFP,West Nile antiviral,Insulin prom up,Insulin prom up cell count
CC(C)Nc1nc(Cl)nc(NN(C)c2nc(N(C)C)nc(N(C)C)n2)n1,-3.6%,6.5%,5.3%,1,8.9%,0.3%,1.3%,-0.6%,0.75,1236
CC1CC(=O)N(CC(=O)Nc2ccccc2F)c2ccccc2S1(=O)=O (centres undefined),x,12.2%,x,x,x,1.3%,3.4%,-0.2%,x,x
Cc1cc(Cl)ccc1OCCCC(=O)N1CCCc2ccccc21,1.1%,0.2%,6.7%,1.1,9.7%,4.9%,6.7%,-0.7%,1.13,848

# Continued.
SMILES,ER stress rescue,Large T inhibition,PMI inhibition,TNAP activation fold,human PMI inhibition,RSV antiviral HEp-2,Salmonella PhoP GFP,West Nile antiviral,Insulin prom up,Insulin prom up cell count
CCOC(=O)N1CCN(C(=O)c2cnn3c(C(F)F)cc(-c4ccc(C)cc4)nc23)CC1,-2.5%,8.1%,7.5%,1.1,11.5%,2.1%,-4.6%,-0.1%,0.22,2010
CC(C)OC(=O)c1ccc(COc2ccc3ccc(=O)oc3c2)o1,x,12.0%,x,x,x,2.3%,-1.2%,-0.9%,x,x
Cc1ccc(OCC(=O)OCCN2C(=O)c3ccccc3C2=O)cc1C,0.4%,16.7%,-0.7%,1.1,-2.3%,0.3%,5.3%,0.2%,0.53,1487
COc1ccc(NC(=O)C(=O)N/N=C\c2ccc(CNC(=O)C(=O)Nc3ccc(C)c(C)c3)o2)c(OC)c1,x,24.8%,x,x,x,3.9%,-6.6%,12.9%,x,x
COc1ccccc1-c1cc(C(F)(F)F)n2ncc(C(=O)N3CCc4ccccc4C3)c2n1,x,3.5%,x,x,x,19.9%,2.3%,-0.5%,x,x
COc1ccc(CCN2C(=O)CSC2c2ccc(F)cc2)cc1 (centres undefined),x,2.8%,x,x,x,3.2%,0.5%,-1.1%,x,x
CCc1ccccc1N(CC(=O)NCCSCc1ccco1)S(C)(=O)=O,0.5%,22.3%,-5.7%,1.1,0.9%,0.4%,6.8%,-0.6%,-0.07,1529
Cc1cc(OC(C)C(=O)NCCCN2CCOCC2)ccc1Cl (centres undefined),x,-15.6%,x,x,x,-1.2%,4.2%,-0.5%,x,x
O=C(OCn1nnc2ccccc2c1=O)C1CCCCC1,-0.4%,3.8%,8.4%,1.1,11.5%,1.6%,-6.5%,0.2%,x,x
CCN(CC)c1ccc(S(=O)(=O)N(CC)CC)cc1NC(=O)c1cccnc1,-0.5%,11.0%,2.9%,1,3.9%,1.2%,-0.1%,-0.1%,x,x
COc1cc(=O)n2c(-c3ccccc3)csc2n1,2.3%,8.9%,5.6%,1.1,7.3%,2.1%,2.7%,0.0%,0.17,1136
CCCCNC(=O)C1c2ccccc2Oc2ccccc21,1.8%,3.8%,14.6%,1.1,13.3%,1.2%,3.1%,-1.2%,x,x
Cc1cc(-n2cccn2)ccc1CN1CCN(CC(C)C)C(CCO)C1 (centres undefined),x,20.5%,x,x,x,-0.3%,-9.9%,-1.3%,-0.19,1143
N#CCCN1CCN(C(=S)c2ccc(-c3cccc(Cl)c3)o2)CC1,-2.6%,11.8%,5.3%,1.1,3.2%,13.7%,5.8%,-0.8%,-0.4,956
CCN(CC)S(=O)(=O)c1cccc(-c2cn3cccnc3n2)c1,x,7.0%,x,x,x,0.6%,-7.5%,0.8%,-0.03,1435

# Bioassay records as filed in PubChem.
